Bioassay records from PubChem.
Exocytosis inh = lytic granule exocytosis inhibition; TALL-104 LAMP-1 surface exposure, flow cytometry; cells stimulated with thapsigargin and PMA; inhibition, % at 10 µM; actives 0.66% (n = 360,000); AID 651702;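 active means inhibition above about 55%, limit read from the data; inconclusive means no clear call, values can overlap the other calls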
aDG glyco up = alpha-DG glycosylation activation; Pro5-aDG cells, alpha-DG glycosylation AlphaScreen (IIH6); 0% Pro5, 100% B10-LARGE cell signal; activation, % at 10 µM; actives 0.22% (n = 360,000); AID 624168;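 active means activation of at least 8% versus controls, or a plate z-score of at least 8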;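 further: Pro5 are CHO cells carrying HIG-tagged alpha-DG that lacks glycosylation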
ABHD5 PLIN5 PPI = ABHD5-PLIN5 protein interaction inhibition. Q00G26+Q8WTS1. Split G. princeps luciferase complementation, luminescence, 4 h. inhibition, % at 4 µM. actives 0.78% (n = 360,000). AID 602281;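 active means inhibition above the mean inhibition across every tested compound plus 3 SD, cut at about 22% in these data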;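 further: 0% = DMSO only wells and the 100% control is not disclosed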
MC4R barr agon = agonists of human melanocortin 4 receptor (MC4R) beta-arrestin; U2OS MC4R beta-arrestin complementation, luminescence; percent of melanotan II response, DMSO zero; activation, % at 8.9 µM; actives 0.98% (n = 360,000); AID 540308;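 active means activation above a per-plate cutoff, the mean activation of sample wells on that plate plus 3 SD, cut at about 8% in these data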
ABCB6 inh MLPCN = human ABCB6 transporter inhibition | K562-ABCB6 porphyrin accumulation, flow cytometry, 1 h; active compounds read low | fluorescence ratio to DMSO, % at 10 µM | actives 0.19% (n = 360,000) | AID 602162;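 active means fluorescence ratio to DMSO below 75%, the collection mean minus 3 SD; inconclusive means too few cells collected in the well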;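 further: signal is porphyrin accumulated inside mitochondria; 100% equals median channel fluorescence of DMSO control wells; lower ratio means ABCB6 inhibition with less porphyrin fluorescence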
Target sequence (Q9NP58 whole entry, looked up): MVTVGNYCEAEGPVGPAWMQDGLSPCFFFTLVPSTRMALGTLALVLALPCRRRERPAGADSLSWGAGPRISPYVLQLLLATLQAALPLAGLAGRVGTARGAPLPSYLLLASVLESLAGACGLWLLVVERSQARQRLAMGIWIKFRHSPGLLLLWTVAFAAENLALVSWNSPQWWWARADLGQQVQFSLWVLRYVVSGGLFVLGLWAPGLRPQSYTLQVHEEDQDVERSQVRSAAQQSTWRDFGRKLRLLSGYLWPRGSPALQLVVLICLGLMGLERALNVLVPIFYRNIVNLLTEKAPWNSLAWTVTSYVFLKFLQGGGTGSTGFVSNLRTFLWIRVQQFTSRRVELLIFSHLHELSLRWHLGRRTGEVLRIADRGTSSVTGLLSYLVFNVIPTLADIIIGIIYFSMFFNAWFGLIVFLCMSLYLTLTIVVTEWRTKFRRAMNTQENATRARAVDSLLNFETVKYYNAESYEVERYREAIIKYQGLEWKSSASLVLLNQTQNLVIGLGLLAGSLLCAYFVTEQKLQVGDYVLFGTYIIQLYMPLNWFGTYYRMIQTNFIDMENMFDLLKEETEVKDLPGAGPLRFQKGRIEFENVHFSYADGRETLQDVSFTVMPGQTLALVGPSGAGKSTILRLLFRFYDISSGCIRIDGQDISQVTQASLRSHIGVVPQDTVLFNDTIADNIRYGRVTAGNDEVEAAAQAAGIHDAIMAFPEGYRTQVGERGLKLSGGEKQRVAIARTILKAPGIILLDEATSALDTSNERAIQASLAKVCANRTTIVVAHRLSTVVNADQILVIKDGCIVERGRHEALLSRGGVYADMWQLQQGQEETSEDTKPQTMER
Vif imaging = blocks HIV Vif function; HEK293T cells, Vif self-association by quenched fluorescence, imaging, 24 h; inhibition, % at 7.49 µM; actives 0.35% (n = 340,000); in the data active means inhibition above about 50%, passing the limit was not always enough; inconclusive means no clear call, values can overlap the other calls; inactive means below about 31%; further: some results filed as inactive read as strong as hits
NOD2-RIPK2 inh = NOD2-RIPK2 protein interaction inhibition; CHO BLA complementation NOD2-RIPK2, CCF4 ratio; inhibition, % at 4.98 µM; actives 0.38% (n = 360,000); in the data active means inhibition above about 21%;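 further: 0% = vehicle only and 100% = reference blocker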
MC4R antagonist = antagonists of human melanocortin 4 receptor (MC4R) | P32245 | MC4R-expressing cells, MTII-stimulated cAMP, LANCE TR-FRET | inhibition, % at 6.5 µM | actives 0.48% (n = 360,000) | AID 540295;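 active means inhibition above its plate's cutoff, the mean of tested wells on that plate plus 3 SD, cut at about 29% in these data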;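 further: 0% = Melanotan II alone and 100% = Melanotan II plus saturating MCL0020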
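system = U2OS cells with stable human MC4R expression | also added = Melanotan II challenge after compound preincubation | dosing = one concentration, 6.5 µM nominal | incubation = compound 30 min, challenge 1 h, detection 1 h | measured by = TR-FRET with Eu-cAMP and labeled anti-cAMP, 671 nm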
TLR9-MyD88 inh = inhibitors of human TLR9-MyD88 binding | Q9NR96+Q99836 | CHO BLA complementation TLR9-MyD88, CCF4 FRET ratio | inhibition, % at 4.98 µM | actives 0.21% (n = 340,000) | AID 504734;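 active means inhibition above the mean over all tested compounds plus 3 SD, cut at about 21% in these data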;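 further: 0% = DMSO only wells and 100% = clavulanate BLA inhibitor control wells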
N-glyco inh = blocks N-linked glycosylation in D54 reporter cells; D54 ERlucT glycosylation luciferase reporter, 24 h; percent of 100 nM tunicamycin response; reporter increase, % at 12.5 µM; actives 0.23% (n = 360,000); AID 588692;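 active means mean luciferase reporter signal, scaled so untreated is 0 and the glycosylation-blocking control 100, at or above a set limit in every replicate; inconclusive means mean reaches the limit but not every replicate does; inactive means mean below the limit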;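 further: luciferase carries N-glycosylation sites so blocking glycosylation raises the light; 0% = median of neutral control wells and 100% = median of 100 nM tunicamycin wells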
* marks the source's active call; other numbers are inactive results; ? = inconclusive; . = no result given. The list is partial; the hit share may differ from the screen's.

1. COc1cnn(-c2ccc(F)cc2)c(=O)c1Br
2. CCOC(=O)C1CCN(C/C=C/c2ccccc2)CC1
3. Nc1ccc(/C=C/C(=O)c2ccco2)cc1
4. CC1(C(=O)NCc2cccs2)Cc2c(-c3ccc(C(N)=O)cc3)ccnc2O1 (configuration not stated)
5. O=[N+]([O-])c1ccc(S(=O)(=O)Nc2ccc(-c3ccccc3)cc2)cc1
6. COc1ccc(C(=O)NC(=S)NCc2cccnc2)cc1Cl

assay / entry	1	2	3	4	5	6
Exocytosis inh	-2	-8	10	7	0	-2
aDG glyco up	-0.2	-0.1	0.0	-0.1	-0.1	0.0
ABHD5 PLIN5 PPI	-2	2	11	1	-3	-5
MC4R barr agon	-2.6	-0.4	-0.3	-0.8	15*	-2.6
ABCB6 inh MLPCN	87	92	128	88	92	90
Vif imaging	9	-1	8	5	.	-9
NOD2-RIPK2 inh	3	-1	16	7	12	-8
MC4R antagonist	10	3	-9	-12	6	-4
TLR9-MyD88 inh	-3	9	5	.	7	-3
N-glyco inh	-1	-1	1	?	0	-1

7. COc1ccc(-c2c(C)cc3oc(=O)cc(-c4ccccc4)c3c2C)cc1OC
8. COc1ccc(Cl)cc1NC(=O)CN(C)CC(=O)NC(C)c1ccccc1 (configuration not stated)
9. Cc1ccc(-c2cc(C(=O)OCC(=O)N(C)C3CCS(=O)(=O)C3)c3ccccc3n2)o1 (configuration not stated)
10. Cc1nn(C)cc1CNC(=O)Nc1cccc(Cl)c1
11. Cc1cc(SCC(=O)NCCN2C(=O)CSC2=O)nc2ccccc12
12. CCC(C)c1ccccc1N1CC(C(=O)Nc2ccc(N3CCOCC3)cc2)CC1=O (configuration not stated)

assay / entry	7	8	9	10	11	12
Exocytosis inh	0	-2	6	2	0	-3
aDG glyco up	0.1	0.1	0.1	0.0	0.2	0.0
ABHD5 PLIN5 PPI	-2	4	21	1	2	-14
MC4R barr agon	-1.0	-0.1	-1.3	-0.9	-2.0	0.1
ABCB6 inh MLPCN	97	96	96	96	97	?
Vif imaging	-1	5	-3	8	-1	0
NOD2-RIPK2 inh	-8	-6	-7	-8	-4	12
MC4R antagonist	3	-6	-5	11	7	0
TLR9-MyD88 inh	-3	-9	-6	-1	-8	-12
N-glyco inh	-1	2	0	0	1	-1

13. Cc1ccc(S(=O)(=O)NCC(=O)NCC2CCCCC2)cc1C
14. CCCCCN(C(=O)CCC(=O)OCCOc1ccccc1)c1c(N)n(CCCC)c(=O)[nH]c1=O
15. COc1ccccc1-n1c(CNC(=O)c2ccco2)nnc1SCC(=O)Nc1cc(C)ccc1C
16. CCSc1ccccc1C(=O)NCCCn1ccnc1
17. CC1(C)CC2CC(C)(CN2C(=O)COC(=O)c2cccc([N+](=O)[O-])c2)C1 (configuration not stated)
18. CC(NC(=O)c1cccc(S(=O)(=O)N2CCN(Cc3ccccc3)CC2)c1)c1ccc(Cl)cc1 (configuration not stated)

assay / entry	13	14	15	16	17	18
Exocytosis inh	-6	-4	1	-2	0	0
aDG glyco up	0.2	-0.2	-0.1	-0.2	0.2	0.0
ABHD5 PLIN5 PPI	6	-15	3	6	4	4
MC4R barr agon	0.2	-3.8	-1.7	-0.4	0.1	-1.6
ABCB6 inh MLPCN	104	104	106	98	97	92
Vif imaging	4	11	-3	0	-1	17
NOD2-RIPK2 inh	-6	-4	-7	-5	-5	2
MC4R antagonist	1	-5	3	7	13	4
TLR9-MyD88 inh	-1	5	2	-3	-7	-6
N-glyco inh	-1	-1	0	0	0	-6

19. CC(=O)Nc1ccc(NC(=S)NC(=O)C2CCCC2)cc1
20. Cc1cccc(NC(=O)Nc2cccc(C)n2)n1
21. Cc1ccc(-c2cc(C(=O)Nc3cc(C)on3)c3ccccc3n2)c(C)c1
22. O=C(CSc1ccc(-c2ccco2)nn1)Nc1ccc(F)cc1
23. CN(C)CCN(C(=O)c1ccc(S(=O)(=O)N(C)c2ccccc2)cc1)c1nc2cc3c(cc2s1)OCO3
24. O=C(CCNC(=O)c1ccccc1Cl)NCCc1ccc(Cl)cc1

assay / entry	19	20	21	22	23	24
Exocytosis inh	1	-2	5	8	-1	-10
aDG glyco up	0.0	-0.2	0.2	0.8	0.1	0.1
ABHD5 PLIN5 PPI	-4	-3	-7	4	-3	-6
MC4R barr agon	-0.6	-1.2	-1.1	0.4	-2.1	-0.2
ABCB6 inh MLPCN	97	93	98	95	97	104
Vif imaging	1	-10	1	.	4	4
NOD2-RIPK2 inh	-6	-7	-1	0	0	0
MC4R antagonist	-3	5	-6	2	4	14
TLR9-MyD88 inh	5	4	-9	-10	-9	-2
N-glyco inh	-1	2	-2	2	0	-2

25. Cc1ccnc(NC(=O)c2cccc(NC(=O)CC3SC(N4CCCCC4)=NC3=O)c2)c1 (configuration not stated)
26. COCCCn1c(SCC(=O)NC2CCCCC2)nc2ccccc2c1=O
27. CCOC(=O)C1CCCN(S(=O)(=O)c2ccc3c(c2)CC(C)N3C(=O)C2CC2)C1 (configuration not stated)
28. Cc1ccccc1C(=O)Nc1ccccc1-c1nnn(CC(=O)Nc2ccc3c(c2)OCCO3)n1
29. Cc1cc(C(=O)O)ccc1-c1ccc(/C=C2\NC(=O)N(Cc3ccccc3Cl)C2=O)o1
30. CC(Oc1ccccc1)C(=O)N=C1SC2CS(=O)(=O)CC2N1Cc1ccc(F)cc1 (configuration not stated)

assay / entry	25	26	27	28	29	30
Exocytosis inh	-15	16	-2	-1	-6	9
aDG glyco up	0.2	0.0	0.4	0.0	0.2	-0.2
ABHD5 PLIN5 PPI	-3	1	1	5	-1	-5
MC4R barr agon	-4.3	-0.6	-2.2	0.6	1.3	0.0
ABCB6 inh MLPCN	92	86	100	96	102	102
Vif imaging	-2	8	6	-4	-3	9
NOD2-RIPK2 inh	-1	-4	-1	0	-2	2
MC4R antagonist	0	7	6	0	37*	10
TLR9-MyD88 inh	-1	11	-2	2	-5	3
N-glyco inh	5	0	1	-2	-1	2

31. Cc1c(F)cccc1NS(=O)(=O)c1ccc2c(c1)c(=O)n(C)c(=O)n2C
32. C=CCOc1ccc(C2=NOC(C(=O)Nc3ccc4c(c3)OCCO4)C2)cc1OC (configuration not stated)
33. CCCCn1c(=O)c(Cc2ccccc2)c(O)c2ccccc21
34. COc1ccc(N2C(=O)CC(N3CCC(O)(c4ccc(Br)cc4)CC3)C2=O)cc1 (configuration not stated)
35. Cc1ccc2sc(NC(=O)c3cccc(N4C(=O)CCC4=O)c3)nc2c1C
36. Cc1ccc(-c2nc(CSc3nc4ccccc4c(=O)n3CCO)cs2)cc1

assay / entry	31	32	33	34	35	36
Exocytosis inh	2	-10	8	-3	3	-6
aDG glyco up	-0.2	0.1	-0.1	-0.2	0.0	0.0
ABHD5 PLIN5 PPI	-10	-1	1	10	-1	4
MC4R barr agon	-2.1	-1.1	-2.0	-0.5	-0.3	0.7
ABCB6 inh MLPCN	105	95	105	103	106	101
Vif imaging	6	4	-8	-1	3	-3
NOD2-RIPK2 inh	-10	-2	-7	-2	-2	2
MC4R antagonist	14	-1	-5	7	17	-3
TLR9-MyD88 inh	2	3	-11	-6	-10	-4
N-glyco inh	1	-2	1	-1	3	-1

37. O=C(NCc1cccs1)C1CCCN(c2ncccn2)C1 (configuration not stated)
38. CC(=O)Nc1cc(C(=O)OC(C(=O)c2ccccc2)c2ccccc2)ccc1C (configuration not stated)
39. CCC(c1nnnn1Cc1ccco1)N(Cc1ccccc1OC)Cc1cc2cc(C)ccc2[nH]c1=O (configuration not stated)
40. O=C(COC(=O)c1cccnc1Cl)NCc1ccc(F)cc1
41. O=C(CSc1ccccc1)OCC(=O)N1CCN(C(=O)c2ccco2)CC1
42. CN(CCOc1ccccc1)C(=O)CCc1c[nH]c2ccccc12

assay / entry	37	38	39	40	41	42
Exocytosis inh	2	-1	6	-8	14	-10
aDG glyco up	-0.2	0.2	-0.1	-0.1	-0.3	0.4
ABHD5 PLIN5 PPI	-1	4	8	-9	1	-13
MC4R barr agon	0.2	0.7	0.4	-0.8	-3.1	-1.3
ABCB6 inh MLPCN	94	98	99	87	98	99
Vif imaging	16	6	-6	-3	5	-8
NOD2-RIPK2 inh	1	-7	8	-5	-10	8
MC4R antagonist	3	2	9	-1	-1	4
TLR9-MyD88 inh	0	-11	-12	-12	-2	0
N-glyco inh	1	0	4	-2	4	-1

43. O=C(COC(=O)c1ccc(F)cc1Cl)NCc1ccco1
44. Cc1ccc(C)c(NC(=O)C(Sc2ncnc3ccccc23)c2ccccc2)c1 (configuration not stated)
45. Oc1c(N=NC(=S)Nc2ccccc2F)c2ccccc2n1Cc1ccccc1F
46. COc1ccccc1NS(=O)(=O)c1cccc(NC(=O)c2nc3nc(C)cc(C)n3n2)c1
47. Cn1ncc(C#N)c1/N=C/N1CCOCC1
48. Cc1cc(C)nc(SCc2c(F)cccc2Cl)n1

assay / entry	43	44	45	46	47	48
Exocytosis inh	0	8	1	-1	-2	-3
aDG glyco up	0.1	1.2	1.1	-0.2	-0.4	0.1
ABHD5 PLIN5 PPI	-2	-6	-4	-3	-2	-7
MC4R barr agon	-1.4	-0.2	-1.8	2.1	-1.5	-0.4
ABCB6 inh MLPCN	92	99	95	98	85	96
Vif imaging	-14	-4	3	-2	-5	6
NOD2-RIPK2 inh	-4	-4	-7	-2	2	-4
MC4R antagonist	-2	9	-3	16	8	-8
TLR9-MyD88 inh	-11	-1	9	-8	-1	6
N-glyco inh	-1	-4	-2	1	1	-2

49. Cn1c(=O)c2c(nc(SCC(=O)NCC3CCCO3)n2Cc2ccc(F)cc2)n(C)c1=O (configuration not stated)
50. COc1cccc(CC2(CO)CCCN(CC3=Cc4cc(Cl)ccc4OC3)C2)c1 (configuration not stated)
51. COc1ccccc1N(C)S(=O)(=O)c1ccc(C(=O)NC2=NCCS2)cc1
52. COc1ccc(NC(=O)c2ccco2)c([N+](=O)[O-])c1
53. C/C(=N\NC(=O)C1CCCC1)c1ccc(NC(=O)C(F)(F)F)cc1
54. CCOC(=O)C(C)N1C(=O)S/C(=C\c2ccc(-c3ccccc3C(=O)O)o2)C1=O (configuration not stated)

assay / entry	49	50	51	52	53	54
Exocytosis inh	-2	6	1	-6	3	-3
aDG glyco up	0.0	0.0	-0.2	-0.2	0.5	0.1
ABHD5 PLIN5 PPI	3	1	-2	8	-4	6
MC4R barr agon	-3.5	-2.9	-0.6	4.8	0.9	-1.4
ABCB6 inh MLPCN	95	95	94	99	100	96
Vif imaging	13	.	-6	1	.	7
NOD2-RIPK2 inh	-12	-2	-2	1	-5	23*
MC4R antagonist	-7	6	18	-18	10	-6
TLR9-MyD88 inh	-5	-5	7	-2	.	-1
N-glyco inh	-1	2	0	-2	-1	2
